Bioassay records from PubChem.
All columns: NCI-60 one-dose screen, growth in % after 48 h at 10 µM unless noted; 100 = growth as untreated, 0 = no growth, -100 = all killed.
OVCAR-4 – OVCAR-4 ovarian cancer cells. actives 3.7% (n = 80,000)
OVCAR-5 – OVCAR-5 ovarian cancer | actives 2.9% (n = 82,000) | AID 1794783
SK-OV-3 – SK-OV-3 ovarian cancer cells; actives 3.2% (n = 80,000); AID 1794785
SN12C – SN12C renal cancer cells; actives 3.8% (n = 81,000)
NCI-H226 – NCI-H226 lung cancer; actives 3.5% (n = 79,000); AID 1794732
NCI/ADR-RES – NCI/ADR-RES ovarian cells; AID 1794790; actives 4.4% (n = 81,000)
IGROV1 – IGROV1 ovarian cancer | AID 1794786 | actives 4.7% (n = 79,000)
OVCAR-3 – OVCAR-3 ovarian cancer | actives 7% (n = 79,000) | AID 1794787
NCI-H23 – NCI-H23 lung cancer; actives 4% (n = 80,000)
* = called active by the depositor; . = no result given; & = joins results of further samples; [ ] = dose if it differs, or a comment. How the source made its calls: active means growth percent below 10; inactive means the rest.

Compound,OVCAR-4,OVCAR-5,SK-OV-3,SN12C,NCI-H226,NCI/ADR-RES,IGROV1,OVCAR-3,NCI-H23
CCC(C)[C@H]1OC(=O)[C@H](C(C)C)N(C)C(=O)[C@@H](C(C)C)OC(=O)[C@H](C(C)C)N(C)C(=O)[C@@H](C(C)CC)OC(=O)[C@H](C(C)C)N(C)C1=O (stereo not given in full),10,13,-15*,4.1*,19,2.5*,26,18,8.8*
O=C(NCc1ccccc1)C(c1ccc(O)cc1)N(C(=O)CCc1ccc(O)cc1)C1CC1 (stereo not given),102,103,101,.,93,94,97,110,99
COc1ccc(-c2cc(-c3cccn3C)c(C#N)c(=O)n2C(C)=O)cc1OC,99,84,105,100,109,95,102,119,87
CC1=C(C)C(=O)C(N2CCN(c3ccc(C)cc3)CC2)=C(Cl)C1=O,95,103,95,90,81,89,68,101,76
Cc1ccc2[nH]c(O)c(N=Nc3nc(-c4ccc(F)cc4)c(C#N)c(=O)[nH]3)c2c1,98,100,104,96,103,104,84,101,95
COc1cccc(C=C2C(=O)OC(C)(C)OC2=O)c1,104,102,86,99,92,106,108,113,100
N#C/C(=C\c1ccncc1Br)c1nc2ccccc2s1,84,108,97,75,92,86,49,74,102
[O-][n+]1onc(-c2ccccc2)c1N1CCOCC1,105,97,106,99,93,102,103,.,102
Clc1nc(-c2cccnc2)nc2sc3c(c12)CCCCCC3,97,102,102,100,99,106,107,.,99
COc1ccc(C(O)CCl)c2ccccc12 (stereo not given),92,96,101,96,90,96,101,100,88
CC(OC1CCC(OC2NCC(C(F)(F)F)CC2Cl)CC1)C(=O)NCCCCC(NC(=O)COCCOCCNC(=O)c1ccc(N2CCN(Cc3ccc(Cl)cc3)CC2)c([N+](=O)[O-])c1)C(=O)NCCCCC(NC(=O)COCCOCCNC(=O)C(NS(=O)(=O)C1CCC(N=NC2CCC(N(C)C)CC2)CC1)C(C)C)C(=O)NCCOCCOCC(=O)NC(CCCCNC(=O)CN1CCN(CC(=O)O)CCN(CC(=O)O)CCN(CC(=O)O)CC1)C(=O)O (stereo not given),108,98,98,90,84,92,96,110,100
CCCCCCCCCCC(O)C(=O)O (stereo not given),114,88,112,96,112,94,101,108,97
CCCN(Cc1ccc(CN(CCC)C(=O)C(Cl)Cl)cc1)C(=O)C(Cl)Cl,68,97,94,88,83,79,74,93,58
O=C(Cn1nc(-c2cccc3ccccc23)ccc1=O)NCc1cccc(Cl)c1,41[50 µM],68[50 µM],61[50 µM],46[50 µM],38[50 µM],27[50 µM],47[50 µM],39[50 µM],45[50 µM]
Cc1ccc(S(=O)(=O)c2nc(S(=O)(=O)CCN3CCOCC3)sc2N2CCOCC2)cc1,108,118,110,95,105,114,115,115,108
CC(=O)c1ccc(Nc2nc(C(C)=O)c(C)s2)cc1,94,108,101,103,66,105,98,100,96
CCS(=O)(=O)Oc1ccc(-c2ccc3sccc3c2)cc1,102,105,107,95,90,98,101,109,88
CC(=O)Nc1ccc(NC(=O)c2ccoc2COc2ccc(C)cc2)cc1,94,101,101,98,94,102,100,.,105
CCOC(=O)c1ccnc2ccc(O)cc12,94,106,111,101,98,112,117,105,114
O=C(NCCNc1nccc(-c2c(-c3cccc(O)c3)nc3sccn23)n1)c1cccc(C(F)(F)F)c1,117,113,84,83,89,98,62,90,81
CCc1ccc(Oc2cn[nH]c2-c2ccc(OCc3ccc(Cl)cc3)cc2O)cc1,86,106,89,89,86,95,106,92,88
O=C(Nc1ccc(OCc2ccc(Br)cc2)cc1)c1ccc2nc(NS(=O)(=O)c3ccc4ccccc4c3)sc2c1,95,102,92,95,94,95,94,105,95
CC(C)=N/N=C1/NC(=O)C(c2ccccc2)S1 (stereo not given),103,97,108,104,109,112,124,112,113
CC(C)c1cc(C(C)C)c(C(=O)c2ccc([N+](=O)[O-])cc2)c(C(C)C)c1,52,99,94,81,71,87,89,79,69
CC[C@]12C=CCN3CC[C@]4(C(=C(C(=O)OC)C1)Nc1cc(OC)c([C@@H]5[C@H]6O[C@H]6[C@@]6(CC)CC(C(=O)OC)=C7Nc8cc(O)ccc8[C@@]78CCN5[C@@H]68)cc14)[C@@H]32,15,-67*,40,-30*,-58*,6.9*,1.6*,-9.2*,-19*
CCCSc1nc2ccc(C)cc2cc1/C=[N+](\[O-])c1ccccc1,55,74,75,26,71,7.9*,44,-12*,42
COc1cccc(Cc2cc(-c3ccccc3)nn(Cc3ccccc3)c2=O)c1,50,85,92,50,62,49,69,57,58
CC(=O)CC[C@H]1C(=O)N[C@@H](C(C)C)C(=O)N[C@@H](Cc2cc(O)cc(F)c2)C(=O)N2CCC[C@H](N2)C(=O)O[C@H](/C(C)=C/C=C/C(=O)OC(C)(C)C)C/C=C/C=C/[C@H](O)[C@H](C)[C@H]1O,57,89,49,54,77,78,44,54,42
C=C[C@]1(C)C=C2C(=O)[C@@]3(O)OC(=O)[C@@]4(CCCC(C)(C)[C@H]34)[C@@]2(O)CC1,-74*,-72*,38,-66*,-56*,-6.8*,-93*,-90*,-61*
O=C1c2c(c3c4ccccc4n(CCCCCCN4CCOCC4)c3c3[nH]c4ccccc4c23)C(=O)N1O,103,127,93,76,67,44,41,89,82
Clc1cc(Cl)c(Cl)nc1Cl,101,103,105,99,97,99,108,105,96
COc1ccc(Nc2ncccc2/C=C\c2cc(OC)c(OC)c(OC)c2)cc1,88,74,80,54,94,96,70,88,84
C=C1C(=O)O[C@@H]2C[C@@H](C)[C@H](OC)CC(=O)[C@](C)(OC(C)=O)C[C@H](OC(=O)/C(C)=C\C)[C@@H]12,82,115,97,.,96,100,90,21,70
COc1cccc(-c2c(C(=O)O)cc(O)c3ccc(OC)cc23)c1,113,102,84,99,105,116,100,112,104
O=C(Cn1cc(CO)nn1)c1ccc(-c2ccccc2)cc1,100,113,92,108,113,110,108,112,110
O=C(O)c1ccccc1-c1ccccc1C(=O)Nc1ccc2c(c1)oc(=O)c1ccccc12,.,112,95,81,76,96,113,111,92
COc1ccc(C2C=C(C)N=C3SC=CN32)cc1 (stereo not given),122,109,115,101,104,113,116,.,113
COc1ccc(Cc2nnc(SCC(=O)Nc3ccc(C)cc3)n2-c2ccccc2)cc1,116,124,93,103,101,94,112,111,95
CCN(CCO)c1ccc(N=Nc2ccc([N+](=O)[O-])cc2)cc1,106,96,105,107,96,103,98,104,99
C/C(Cc1ccccc1)=N/NS(=O)(=O)c1ccc([N+](=O)[O-])cc1,112,104,105,102,101,106,.,113,106
C[C@H]1[C@H](C)CC[C@]2(C(=O)N3CCOCC3)CC[C@]3(C)C(=CC[C@@H]4[C@@]5(C)C/C(=C/c6cccnc6)C(=O)C(C)(C)[C@@H]5CC[C@]43C)[C@H]12,49,102,82,81,58,75,89,51,74
Cc1ccc(/C=C/C(=O)c2ccc(NC(=O)COc3cccc4cccnc34)cc2)cc1,108,117,108,96,102,99,101,107,100
Cc1cccc(/C=N/N=C2\C(=O)Nc3ccc(Br)cc32)c1,97,96,97,94,82,88,84,90,80
COc1ccc2[nH]c(C(=O)N3CCN(C(=O)OCc4ccc5c(Br)cc(Br)c(O)c5n4)CC3)cc2c1,-85*,-89*,-71*,-87*,-84*,-17*,-91*,-94*,-78*
CCCCCCCCn1ccc2cc(NC(=O)Cn3cc(CN4CCCC4)nn3)ccc21,76,88,87,44,95,93,76,52,87
NC(=O)N1N=C(c2ccc(Cl)cc2)CC1c1cn(-c2ccccc2)nc1-c1ccccc1 (stereo not given),96,104,87,89,90,90,92,108,100
COC(=O)C12C3C(=O)N(c4ccc(OC)cc4)C(=O)C3C(c3cn(-c4ccccc4)nc3-c3ccccc3)N1[C@H](c1cn(-c3ccccc3)nc1-c1ccccc1)[C@@H]1C(=O)N(c3ccc(OC)cc3)C(=O)[C@@H]12 (stereo not given in full),112,101,98,99,100,105,107,102,109
N#Cc1c(N)nc2c(c(N)nn2-c2ccccc2)c1-c1ccc(Cl)cc1Cl,59,97,88,49,87,33,31,78,38
O=c1[nH]nc(SC2CCCCC2)c(=O)[nH]1,99,99,93,102,.,94,101,96,91
S=c1[nH]cccc1-c1nnc2n1Nc1nc3ccccc3cc1CS2,101,96,82,99,91,98,91,105,91
OCCNCCNc1c2ccccc2nc2ccccc12,64,114,78,52,58,89,97,66,65
COCCn1c(-c2csc(-c3cn(C)c4ccccc34)n2)cc2cccnc21,51,89,96,89,86,74,93,86,81
O=C(c1ccccc1)N1CCCCC1,109&114,100&101,94&105,95&93,99&98,107&108,103&102,106&120,98&109
Cc1ccc(O)c(CN(C)Cc2cc(C)ccc2O)c1,84,103,97,97,98,91,107,93,89
COc1ccc(-c2cc3c(=N)n(NC(=O)c4cccnc4)cnc3o2)cc1,105,102,104,101,104,109,94,112,102
C[C@@]12Cc3ccccc3N[C@@H]1N(Cc1ccccc1)c1ccccc12,99,100,102,115,98,109,104,110,111

(listing goes on)
Compound,OVCAR-4,OVCAR-5,SK-OV-3,SN12C,NCI-H226,NCI/ADR-RES,IGROV1,OVCAR-3,NCI-H23
Cc1cc(CSc2ccccc2C(=O)NCc2ccccc2)on1,104,97,103,99,101,96,95,110,88
Nc1c(C(=O)Nc2cccc3cccnc23)sc2nc3c(cc12)C(=O)CCC3,96,115,103,96,98,110,100,105,103
c1ccc2c(-c3nc(-c4c[nH]c5ccncc45)cs3)c[nH]c2c1,60,71,73,69,78,73,54,72,74
CC(C)(C)OC(=O)N1C(=O)c2c(c3c4ccc(Br)cc4oc3c3[nH]c4ccccc4c23)C1=O,94,110,102,104,69,100,59,109,95
ClCCOC1CC2CCC1C2 (stereo not given),113,105,112,100,93,104,111,107,98
CCCCCCCCSC(=N)N,108&96,102&119,79&86,93,90&98,91&97,95&99,93&102,95&101
O=C(CCCCCCC(=O)Nc1ccc(C(=O)/C=C/c2cn(-c3ccccc3)nc2-c2ccccc2)cc1)NNc1ccccc1,45,92,73,81,78,68,65,79,86
NCc1cn2cc(Cl)sc2n1,100,98,103,105,101,111,109,114,107
O=S(=O)(Nc1ccsc1-c1nc(-c2ccccc2)no1)c1ccc(Cl)s1,88,95,92,91,96,104,90,94,98
NC(=O)/C=C/C(=O)c1c(Cl)cccc1Cl,-67*,-100*,59,-90*,38,-59*,-58*,-81*,-79*
CNC(=S)N/N=C/CSC/C=N/NC(=S)NC,76,90,80,104,104,98,9.2*,32,85
O=[N+]([O-])c1ccc2nc(-c3ccccc3)c(-c3ccccc3)nc2c1,87,104,110,87,89,91,100,106,93
O=C(O)c1cccc(-n2ncc(Cl)c(Cl)c2=O)c1,91,106,106,100,101,110,130,118,107
Clc1cc(Cl)cc(N2N=C(c3ccc4c(c3)OCO4)CC2c2sc(Cl)nc2Cl)c1 (stereo not given),97,96,109,99,108,102,103,105,100
C[C@H]1C[C@H]2[C@@H]3CC[C@](O)(C(=O)CO)[C@@]3(C)C[C@H](O)[C@]2(F)[C@@]2(C)C=CC(=O)C=C12,85,66,49,67,61,89,88,106,101
CN(C)Cc1cc(S(=O)(=O)c2cc(CN(C)C)c(O)c(CN(C)C)c2)cc(CN(C)C)c1O,99,99,106,99,101,100,106,.,103
CC(C)(CCOC(=O)Nc1cccc2ccccc12)c1ccccc1,93,101,94,97,84,99,105,99,98
Cc1ccc(NC(=O)N2CCN(C(c3ccc(F)cc3)c3ccc(F)cc3)CC2)cc1,72,88,81,82,.,81,92,71,82
CC(=O)C1=CC=C(c2cc3cc(Br)ccc3oc2=O)NC1C (stereo not given),51,113,98,103,106,95,102,93,89
CC(=O)N/N=C1/CC[C@@]2(C)C(=CC[C@H]3C4CCC(C(C)CCCC(C)C)[C@@]4(C)CCC32)C1(C)C (stereo not given in full),101,110,88,92,100,104,113,113,104
NNC(=O)C1CC2c3ccccc3C1c1ccccc12 (stereo not given),106,99,112,98,101,103,110,102,101
Cc1c(C(=O)OCCCl)c(=O)n(-c2ccccc2)n1C,100,102,114,108,107,112,107,112,.
CN1CCN(c2ccc(-c3cnc4c(-c5csc6ccccc56)cnn4c3)cc2)CC1,12,7.4*,81,0.6*,-5.7*,-21*,5.7*,-69*,14
C=CCC(=O)N[C@@H](Cc1ccc(-c2cc(Cl)cc(Cl)c2)cc1)[C@@H](O)[C@H](O)C(=O)OCC,100,87,92,95,83,98,104,102,92
COc1cc(N)c(C)c2c(C)ccnc12,89&103,104&107,109&114,94&102,91&92,101&104,98&113,98&106,91&106

Three entries from above, ordered by formula weight, ascending:
Compound,OVCAR-4,OVCAR-5,SK-OV-3,SN12C,NCI-H226,NCI/ADR-RES,IGROV1,OVCAR-3,NCI-H23
Cc1c(C(=O)OCCCl)c(=O)n(-c2ccccc2)n1C,100,102,114,108,107,112,107,112,.
Cc1ccc(NC(=O)N2CCN(C(c3ccc(F)cc3)c3ccc(F)cc3)CC2)cc1,72,88,81,82,.,81,92,71,82
CN1CCN(c2ccc(-c3cnc4c(-c5csc6ccccc56)cnn4c3)cc2)CC1,12,7.4*,81,0.6*,-5.7*,-21*,5.7*,-69*,14
